Bioassay records (PubChem BioAssay)
SENP8 inh: blocks the human protease SENP8. Q96LD8. AID 2540. inhibition, % at 10 µM. 330,000 compounds, 1.2% hits. purified SENP8, Z-RLRGG-aminoluciferin cleavage, luminescence
Target sequence (Q96LD8 whole entry, looked up): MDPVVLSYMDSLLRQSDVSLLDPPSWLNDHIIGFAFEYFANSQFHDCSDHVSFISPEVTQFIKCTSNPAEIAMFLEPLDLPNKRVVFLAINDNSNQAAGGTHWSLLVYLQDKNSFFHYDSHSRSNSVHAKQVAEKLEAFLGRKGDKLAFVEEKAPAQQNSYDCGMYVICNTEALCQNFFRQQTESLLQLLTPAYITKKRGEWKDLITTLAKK
697 NFkB inh: inhibitors of the PMA/ionomycin-induced NF-kB reporter in 697 B cells | inhibition, % at 4 µM | 697 B-cell NF-kB luciferase reporter, 16 h | AID 435022 | 330,000 compounds, 0.33% hits; in the data active = inhibition above about 35%
Gli-Sufu antag: blocks Gli-Sufu signaling in a luciferase reporter; Sufu-KO-LIGHT fibroblasts, Gli luciferase reporter luminescence; inhibition, % at 5 µM; 340,000 compounds, 0.74% hits; AID 588413;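 active = inhibition above about 55%, limit read from the data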;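 also: 0% = DMSO-treated cells and 100% = wells with medium but no cells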
HKDC1 inhibitor: inhibitors of human hexokinase HKDC1; Q2TB90; recombinant HKDC1, G6PDH/diaphorase resazurin coupled fluorescence; inhibition, % at 20 µM; 340,000 compounds, 0.16% hits; AID 493160;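 active = inhibition above about 35% when tested at 20 µM, limit read from the data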;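 also: plate controls were DMSO wells with enzyme for no effect and DMSO wells lacking enzyme for full effect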
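Assay system – recombinant HKDC1 (HK5) hexokinase enzyme, produced in-house · Input – HKDC1 at 5 µg/mL · Reagent – glucose plus 1 mM ATP as hexokinase substrates · Timing – 90 min reaction incubation at room temperature, dark · Measured by – G6PDH/diaphorase-coupled fluorescence, 1 mM NADP, 100 µM resazurin, 525/613 nm · Benchmarks – DMSO-enzyme wells negative, buffer-substituted wells positive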
Apaf-1 inh: inhibitors of human Apaf-1 apoptosome | 330,000 compounds, 0.71% hits | reconstituted apoptosome caspase-3 activity, DEVD-Rh110 fluorescence | O14727 | inhibition, % at 20 µM | AID 489030; active = inhibition of at least 40% at 20 µM;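 also: plate controls were DMSO wells for no effect and DEVD-CHO caspase inhibitor wells for full effect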
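Assay system – apoptosome proteins · Medium – Hepes buffer, pH 7.5 · Also added – cytochrome c with DEVD-Rh110 · Timing – 30 min compound preincubation, 50 min activation, room temperature · Detection – Rh110 fluorescence, excitation 480 nm, emission 540 nm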
SENP7 block: SENP7 protease inhibition. 330,000 compounds, 1.5% hits. AID 434973. recombinant SENP7, Z-RLRGG-aminoluciferin luminescence, 40 min. inhibition, % at 5 µM;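 active = inhibition above about 50% at the single test dose, limit read from the data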;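 also: plate controls were DMSO with enzyme for no effect and no enzyme buffer wells for full effect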
Target sequence (Q9BQF6 706-1050 limits assumed): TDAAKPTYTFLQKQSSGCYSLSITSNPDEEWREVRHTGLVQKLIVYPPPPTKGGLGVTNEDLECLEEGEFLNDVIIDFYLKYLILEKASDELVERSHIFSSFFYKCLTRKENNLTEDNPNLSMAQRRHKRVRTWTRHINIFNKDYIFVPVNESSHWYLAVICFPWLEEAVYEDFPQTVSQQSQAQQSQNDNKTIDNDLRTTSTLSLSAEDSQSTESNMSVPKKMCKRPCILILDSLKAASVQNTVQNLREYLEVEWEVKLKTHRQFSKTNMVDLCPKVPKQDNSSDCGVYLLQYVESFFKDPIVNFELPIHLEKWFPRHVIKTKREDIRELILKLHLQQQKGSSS
Jurkat NFkB inh: lowers PMA/ionomycin-induced NF-kB signal in Jurkat cells | PMA/ionomycin-induced NF-kB luciferase reporter, luminescence | 330,000 compounds, 0.53% hits | inhibition, % at 4 µM
UBC13 inh: blocks human UBC13 polyubiquitin chain formation | 330,000 compounds, 0.47% hits | inhibition, % at 20 µM | TR-FRET; in the data active = inhibition above about 45%, passing the limit was not always enough
Target sequence (P61088 whole entry, looked up): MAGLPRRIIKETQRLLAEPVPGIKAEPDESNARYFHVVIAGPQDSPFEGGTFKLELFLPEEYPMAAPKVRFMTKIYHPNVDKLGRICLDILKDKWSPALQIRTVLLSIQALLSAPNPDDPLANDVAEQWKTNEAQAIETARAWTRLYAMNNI
* marks the source's active call; other numbers are inactive results. Rule as the data show it, unless noted: active = inhibition above about 50%; inactive = the rest.

cpd	compound	SENP8 inh	697 NFkB inh	Gli-Sufu antag	HKDC1 inhibitor	Apaf-1 inh	SENP7 block	Jurkat NFkB inh	UBC13 inh
1	CCN(C(=O)c1cn(C)c(=O)c2ccccc12)c1ccccc1F	-8	-8	12	-5	5	6	-9	7
2	O=C(CSc1nnnn1C1CCCC1)N1CCCc2ccccc21	-6	-16	-8	-6	3	-6	-2	-3
3	COP(=O)(OC)c1nc(-c2cccc3ccccc23)oc1N1CCOCC1	-11	-19	8	-11	2	-5	-1	14
4	COc1cc(/C=C(\C#N)C(=O)NCC2CCCO2)cc(OC)c1OC (configuration not stated)	-1	14	-2	-7	6	-5	-11	-2
5	N#CC1(NC(=O)CN2CCN(S(=O)(=O)c3ccccc3F)CC2)CCCC1	-4	11	-5	-2	-10	1	3	4
6	CCOc1cccc(-c2nnc3sc(-c4cccs4)nn23)c1	2	-47	-6	-7	11	6	-23	6
7	Cc1cc(NC(=O)CCC(=O)N(CC(=O)NCC2CCCO2)c2ccc(C(C)C)cc2)no1 (configuration not stated)	7	9	-8	-2	12	-2	-16	0
8	C=CCOc1ccc(/C=C/C(=O)OCC(=O)NC(C)c2ccc(F)cc2)cc1 (configuration not stated)	-4	5	-7	3	4	-13	12	-1
9	CCOC(=O)Cn1nc(C)c(NC(=O)COc2ccccc2)c1C	-10	7	0	-4	-6	-1	1	-7
10	CNC(=O)C1CCN(S(=O)(=O)c2c(C)noc2/C=C/N(C)C)CC1	4	-47	-8	-6	6	9	-19	-18
11	CCn1c(NCc2cc(OC)ccc2OC)nc2ccccc21	-11	-6	-4	-1	3	-1	-9	11
12	Cc1cc(N2C(=O)C(O)=C(C(=O)c3cccs3)C2c2ccccc2)no1 (configuration not stated)	-8	-10	-3	-7	-1	-6	-6	-5
13	Cc1ccc(NS(=O)(=O)c2cccc(C(=O)NCc3ccccn3)c2)cc1	10	-2	6	3	-6	-7	-1	-3
14	O=c1c2ccccc2nc(COc2ccccc2)n1/N=C/c1cn[nH]c1-c1ccccc1	-4	15	0	-8	-17	0	10	7
15	Cc1cc(OCC(=O)OC(C)C(=O)Nc2ccc(N3CCOCC3)cc2)ccc1Cl (configuration not stated)	-8	-5	-12	-3	5	4	4	11
16	COc1ccc(/C=C2/N=C(SC)NC2=O)cc1OC	3	-29	2	-4	-11	7	-26	-4
17	Fc1ccc(N/N=C/c2cccnc2)c(F)c1	-15	-1	-38	-8	2	-6	-16	-6
18	Cc1ccc(NC2=NC3(CCCC3)N=C(N)N2)c(C)c1	2	-5	6	-4	-3	1	30	1
19	COc1ccccc1N1CCN(Cc2nc3ccsc3c(=O)[nH]2)CC1	-2	7	0	-2	-25	-8	5	7
20	Cc1ccc(S(=O)(=O)NCCC(=O)NNC(=O)COc2ccc(Br)cc2)cc1C	-9	-10	-15	-3	14	-8	-7	7
21	COc1ccccc1CNC(=O)CSc1nc2c(oc3ccccc32)c(=O)n1CC1CCCO1 (configuration not stated)	2	8	12	-2	8	1	2	2
22	O=C(Cn1nnc2c(cnn2-c2ccc(F)cc2)c1=O)Nc1ccccc1C(F)(F)F	4	4	2	-7	-14	-7	7	-11
23	O=C(NCc1ccccc1)C1CCCN(C(=O)NCc2ccccc2)C1 (configuration not stated)	-9	-1	-24	-3	1	-8	-10	1
24	CCN(Cc1ccccc1)Cc1c(F)cccc1F	-3	-14	1	-2	-18	1	-1	-3
25	O=C(NCc1csc(-c2ccccc2)n1)c1ccco1	-7	-19	30	-6	0	0	-5	0
26	CCn1c(C(=O)N2CCC(C(=O)NCc3cccs3)CC2)cc2sccc21	-10	-15	5	-3	6	9	4	4
27	Cc1nc2ccc(NC(=O)c3ccc(S(=O)(=O)N(C)c4ccccc4)cc3)cc2s1	2	11	14	-2	6	4	8	-1
28	COc1ccc(NC(=O)c2nc[nH]c2C(=O)NCc2ccccc2)cc1	0	-1	-2	-4	16	-8	18	60*
29	O=C(NNc1nc2cc3c(cc2s1)OCO3)c1cccc(F)c1	1	-8	-13	-8	4	-1	-17	-2
30	CCOc1ccc(NS(=O)(=O)c2ccc(C(=O)N3CCCCC3)cc2)cc1	-1	-9	55*	-7	17	-1	6	-3
31	CCCCOc1ccc(NC(=O)Nc2nnc(C)s2)cc1	-2	-21	10	3	9	-8	-3	0
32	N#CCC(=O)Nc1ccc(C(=O)OCC(=O)NC2CCCCCC2)cc1	1	10	-3	-4	-9	0	1	9
33	CN(C)C(CNC(=O)c1ccc(NC(=O)c2cccs2)cc1)c1ccccc1 (configuration not stated)	-3	-4	-3	-3	3	-3	-15	8
34	CCCCSc1cnn(-c2ccccc2)c(=O)c1SCCCC	6	-19	6	-4	25	13	-1	-6
35	Cc1cccc(NC(=O)c2cc(NC(=O)c3ccco3)ccc2N2CCCCC2)c1	-3	-6	-7	11	4	-3	10	13
36	O=C(COC(=O)c1cc(S(=O)(=O)N2CCOCC2)ccc1F)c1ccc[nH]1	-11	2	5	-11	3	-10	-1	-5
37	CC(=O)Nc1nc(-c2ccc3ccccc3c2)cs1	-8	-237	-130	1	4	47	-145	-2
38	O=C(COc1ccc2ccccc2c1)N1CCCC1	4	-15	-47	3	5	20	-26	-4
39	CCOC(=O)c1ccc(OCC2NCCc3cc(OC)c(OC)cc32)cc1 (configuration not stated)	2	-3	12	-1	14	5	0	4
40	COCCNC(=O)CN1C(=O)COc2ccc(S(=O)(=O)N3CCCCCC3)cc21	-6	4	0	-4	-12	-7	14	4
41	CCOC(=O)C1(CC2CCCCO2)CCN(Cc2nccn2-c2cccc(C)c2)CC1 (configuration not stated)	5	-15	28	-5	-9	4	5	9
42	CCOC(=O)C1=C(N2CCCCC2)c2cc3c(n2C1=O)CCCC3	-12	-6	-3	-4	6	10	-10	-18
43	O=C1OC(c2ccc(Cl)cc2)=N/C1=C\c1cccnc1	9	8	7	4	-4	0	0	6
44	O=C(NC1CCCCC1)c1ccc(-c2ccccc2)cc1	-3	-66	-59	-1	-5	14	-81	-7
45	CCn1c(Cc2cccc3ccccc23)nnc1SCC(=O)Nc1nccs1	3	-9	4	6	4	9	38	2
46	COc1cc(/C=C/C(=O)OCC(=O)N(C)Cc2ccccc2)cc(OC)c1OC	-6	26	-1	0	5	2	0	2
47	CCOc1ccc(S(=O)(=O)N2CCC(C(=O)NCc3ccccc3CN3CCCC3)CC2)cc1	-8	10	1	-3	8	4	-1	11
48	CCOc1cc(S(=O)(=O)n2ccc(C)n2)ccc1Br	6	15	16	-3	-3	2	-2	3
49	O=C(CCn1c(=O)sc2ccccc21)NCc1ccco1	-2	0	-2	-3	-17	5	9	0
50	CN(C)C(=S)SCC(=O)NC(=O)NC(C)(C)C	-4	5	-4	-2	-2	3	1	-5
51	CC(NC(=O)COC(=O)CN1C(=O)c2ccccc2C1=O)c1ccccc1 (configuration not stated)	5	7	-3	-7	2	10	14	2
52	CCCOC1CCCN(C(=O)c2cc(COc3cncc(Cl)c3)on2)C1 (configuration not stated)	0	-90	-40	-6	18	7	-97	-2
53	Cc1cccc(NS(=O)(=O)c2ccc3[nH]c(=O)cc(C(=O)O)c3c2)c1	5	-1	5	-2	-14	7	-5	-9
54	CC(=O)Nc1ccc(S(=O)(=O)N(C)c2ccc(OCCOc3ccccc3F)cc2)cc1	5	-2	25	5	-8	2	11	12
55	Cc1ccc(C)c(CSC2=NCCN2C(=O)Cc2ccc([N+](=O)[O-])cc2)c1	-8	-10	6	-8	11	-7	-20	-4
56	Cc1cc([N+](=O)[O-])ccc1-c1ccc(C2Nc3ccccc3C(=O)N2O)o1 (configuration not stated)	-6	14	-1	17	2	0	-1	-16
57	CCOc1ccc(CC(=O)N2CCN=C2SC)cc1	-1	18	-14	-3	-15	-5	6	-1
58	C=CCn1c(N)cc(=O)nc1SCC(=O)Nc1ccccc1C(N)=O	-11	8	1	5	-8	-4	3	-15
59	CC(=O)c1cccc(-n2nnnc2SCC(=O)NNC(=O)C(C)C)c1	-3	5	-1	-6	-8	-3	6	11
60	O=C(CCCCCN1C(=O)c2ccccc2C1=O)NC1CCCC1	0	12	0	-2	-4	-3	13	8

The list continues.
cpd	compound	SENP8 inh	697 NFkB inh	Gli-Sufu antag	HKDC1 inhibitor	Apaf-1 inh	SENP7 block	Jurkat NFkB inh	UBC13 inh
61	CCCCN(CC)C(=O)Cn1ncc2c3ccccc3n(CCC)c2c1=O	1	16	-17	-5	18	-2	-5	11
62	CCOC(=O)C1(CC2CCCCO2)CCN(C(=O)Nc2cccc(SC)c2)CC1 (configuration not stated)	-5	-4	3	-6	20	-1	-4	-2
63	COc1cc(SSc2cc(OC)cc([N+](=O)[O-])c2N)c(N)c([N+](=O)[O-])c1	7	-7	3	2	22	-4	-19	-62
64	CCc1cc(C(=O)N2CCN(S(=O)(=O)c3ccccc3F)CC2)sc1C	3	24	-12	-2	5	-1	15	3
65	O=C(Nc1cccc(NC(=O)c2ccco2)n1)c1ccco1	-13	-14	-6	1	-2	5	3	-6
66	CCn1c(-c2cc(-c3cccc(OC)c3)nc3ccccc23)n[nH]c1=S	1	-20	0	-4	13	10	-10	-4
67	COC(=O)C1=C(C(=O)OC)[C@@H]2N(Cc3ccccc3)c3ccccc3[C@@]23C[C@@H](C(=O)OC)N(C(=O)NC(C)(C)C)C3=N1	0	9	0	0	0	-3	3	4
68	Cc1ccc2nc(-c3ccc(NS(=O)(=O)c4ccc(F)cc4)cc3)sc2c1	2	-125	-89	3	24	7	-97	-3
69	CCC(C)NC(=O)CCSCCC(=O)NC(C)CC (configuration not stated)	-6	11	4	-7	-3	-4	-4	-6

A different layout for part of the listing above.
Fields – SENP8 inh, 697 NFkB inh, Gli-Sufu antag, HKDC1 inhibitor, Apaf-1 inh, SENP7 block, Jurkat NFkB inh, UBC13 inh
[65] O=C(Nc1cccc(NC(=O)c2ccco2)n1)c1ccco1
    -13, -14, -6, 1, -2, 5, 3, -6
[61] CCCCN(CC)C(=O)Cn1ncc2c3ccccc3n(CCC)c2c1=O
    1, 16, -17, -5, 18, -2, -5, 11
[66] CCn1c(-c2cc(-c3cccc(OC)c3)nc3ccccc23)n[nH]c1=S
    1, -20, 0, -4, 13, 10, -10, -4
[63] COc1cc(SSc2cc(OC)cc([N+](=O)[O-])c2N)c(N)c([N+](=O)[O-])c1
    7, -7, 3, 2, 22, -4, -19, -62
